# M. tuberculosis: growth inhibition of non-replicating M. tuberculosis (AID 488890); hit rate 0.39% among 320,000; inhibition, % at 25 µM; hits with a dose series show IC50 in µM; Mycobacterium tuberculosis non-replicating, growth inhibition; higher % means a stronger effect; in the data active = a potency from the dose series; inconclusive = inhibition mostly from about 82% at the one dose, without a potency; inactive = the rest, 99 in 100 with inhibition below about 76%;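 note: plate controls were DMSO cells for no effect and high antibiotic wells for full effect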
# PhoP GFP inhibition: Inhibition of PhoP regulon, Salmonella typhi GFP reporter cells, confirmation, 4 h (AID 1850) | Salmonella Typhi PhoP-promoter GFP reporter, fluorescence, 4 h; higher % means a stronger effect | one-dose inhibition, % at 50 µM; IC50 in µM for titrated hits | hit rate 0.33% among 310,000; in the data active = a potency from the dose series; inconclusive = inhibition mostly from about 25% at the one dose, without a potency; inactive = the rest, 99 in 100 with inhibition below about 19%;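 note: 0% = induced wells with vehicle and 100% = uninduced wells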
# inhibitors of VEEV: inhibitors of VEEV TC-83 cytopathic effect, confirmation, Vero cells (AID 588727). Vero cells, VEEV TC-83 cytopathic effect inhibition; higher % means a stronger effect. inhibition, % at 20 µM; hits with a dose series show IC50 in µM. hit rate 0.13% among 350,000; in the data active = a potency from the dose series; inconclusive = inhibition mostly from about 14% at the one dose, without a potency; inactive = the rest, 99 in 100 with inhibition below about 12%; note: strong numbers were not always called active
# H1N1 NS1A inhibition: H1N1 influenza NS1A inhibitors, functional cell based assay (AID 504329); NS1A functional cell-based assay, percent inhibition; higher % means a stronger effect; inhibition, % at 12.5 µM, or IC50 in µM where a hit was titrated; hit rate 0.3% among 340,000; in the data active = a potency from the dose series; inconclusive = inhibition above about 27% without an active follow-up result; note: strong numbers were not always called active
# H37Rv inhibition: M. tuberculosis growth inhibition, HTS (AID 449762) | M. tuberculosis H37Rv growth inhibition, 7H9 media; higher % means a stronger effect | one-dose inhibition, % at 25 µM; IC50 in µM for titrated hits | hit rate 0.59% among 330,000; in the data active = a potency from the dose series; inconclusive = inhibition above about 70% without an active follow-up result;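 note: bacterial growth assessed after seven days of incubation; strong numbers were not always called active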
# inhibitors of VEEV 10K pilot screen: also measured in inhibitors of VEEV; calls as there; inhibition, %; measured here: 10K pilot screen inhibition
# Starred values were filed as active, the others as inactive; i = inactive; ? = inconclusive; · = not tested or not shown.
# The first 2 records, to show the layout:
SMILES,M. tuberculosis,PhoP GFP inhibition,inhibitors of VEEV,H1N1 NS1A inhibition,H37Rv inhibition,others
O=C(Nc1nnc(CC(=O)N2CCOCC2)s1)C1COc2ccccc2O1 (centres undefined),12%,-7%,3.4%,17%,-11%,
O=C(O)CNC(=O)C1COc2ccccc2O1 (centres undefined),-3%,9%,1.3%,-5%,2%,

# The whole of this part, from the start:
SMILES,M. tuberculosis,PhoP GFP inhibition,inhibitors of VEEV,H1N1 NS1A inhibition,H37Rv inhibition,others
O=C(Nc1nnc(CC(=O)N2CCOCC2)s1)C1COc2ccccc2O1 (centres undefined),12%,-7%,3.4%,17%,-11%,
O=C(O)CNC(=O)C1COc2ccccc2O1 (centres undefined),-3%,9%,1.3%,-5%,2%,
CC(C)N1CCC2(CC1)Oc1ccc(Br)cc1C1CC(c3cccnc3)=NN12 (centres undefined),9%,3%,1.1%,3%,1%,
CCn1c(=O)c(C(=O)NCCc2ccc(OC)c(OC)c2)c(O)c2ccccc21,-3%,-3%,7.2%,26%,6%,
Fc1ccccc1Cn1nnc(-c2ccc3c(c2)OCO3)n1,60%,0%,i,-10%,0%,
COc1ccc(Cl)cc1C(=O)Nc1ccc(Br)c(C)n1,-1%,1%,i,6%,1%,
CCn1cc(/C=C(\NC(=O)c2ccccc2Cl)C(=O)N2CCOCC2)c2ccccc21,6%,-9%,6.5%,1%,1%,
O=C(CSc1nnc(CNC(=O)c2ccccc2F)o1)Nc1cccc(C(F)(F)F)c1,7%,-8%,0.9%,9%,-3%,
CS(=O)(=O)c1ccc(NS(=O)(=O)c2ccc(Cl)c(C(=O)NCc3ccco3)c2)cc1,-9%,·,0.1%,5%,-6%,
COC(=O)c1ccc(NC(=O)c2cccc(C)c2)cc1,20%,-2%,1.0%,3%,4%,
Cc1cc(C(=O)CSc2nnc(-c3cccs3)o2)c(C)n1-c1ccccc1,37%,-9%,0.1%,10%,-5%,
CCc1ccccc1NC(=O)Nc1ccon1,-6%,-9%,0.9%,4%,0%,
COC(=O)[C@@]12CCCCN1[C@H](c1ccc(-c3cc(C(C)=O)cs3)cc1)[C@H]1C(=O)N(C)C(=O)[C@H]12,1%,-11%,10%,-5%,-4%,inhibitors of VEEV 10K pilot screen=1.6
Nc1cnn(Cc2ccccc2F)c1,18%,-7%,1.9%,0%,30%,
Cc1cc(C)cc(N2CC34C=CC(O3)C(C(=O)OCC(=O)NCc3ccco3)C4C2=O)c1 (centres undefined),2%,-3%,0.3%,2%,-6%,
COCc1ccc(-c2c(-c3ccsc3)sc3ccccc23)cc1,11%,·,1.7%,-6%,7%,
O=C(N/N=C/c1c(F)cccc1Cl)c1ccc(Cn2cc(Br)cn2)o1,20%,-17%,1.4%,1%,-5%,
CCOC(=O)Cn1cc(C#N)c(=O)[nH]c1=O,-10%,7%,0.9%,-2%,1%,
CC(Oc1cc2oc(=O)c3c(c2cc1Cl)CCCC3)C(=O)NCc1ccncc1 (centres undefined),2%,8%,i,5%,?,
COc1ccc(OC)c(S(=O)(=O)N2CCC3(CC2)CC(=O)c2ccccc2O3)c1,-1%,-2%,7.1%,-13%,-3%,
Oc1ccc(C[C@H]2CNCCN2CCC23CC4CC(CC(C4)C2)C3)cc1,69%,-8%,12%,8%,-1%,inhibitors of VEEV 10K pilot screen=4.6
C/C(=N\NC(=O)c1cccc2ccccc12)c1cccnc1,·,·,2.7%,-9%,·,
CC(=O)N/C(=C/c1ccc2c(c1)OCO2)C(=O)O,-5%,-3%,1.4%,-15%,-1%,
COc1ccc2cc(/C=C3\SC(=S)NC3=O)c(N3CCOCC3)nc2c1,18%,-2%,2.2%,11%,12%,
COC(=O)CSc1nnc(C)n1-c1cccc(OC)c1,-12%,8%,i,8%,-9%,
Cc1cc(C)cc(NCc2cc3c(cc2[N+](=O)[O-])OCO3)c1,33%,-2%,i,-9%,4%,
COc1ccc(-n2ccnc2CN2CCN(C3CCCC3)C(CCO)C2)cc1 (centres undefined),15%,-17%,2.7%,-5%,0%,
CCOC(=O)C1(c2ccccc2)CCN(CC(O)c2ccc(NC(C)=O)cc2)CC1 (centres undefined),·,·,0.8%,-2%,·,
CCCCOCCCn1c(N)c(C(=O)OCCOC)c2nc3ccccc3nc21,7%,0%,7.2%,-1%,-1%,
CCOC(=O)N1CCN(S(=O)(=O)c2ccc3c(c2)CC(C)N3C(C)=O)CC1 (centres undefined),7%,5%,i,-8%,4%,

# 3 compounds out of the list, sorted by SMILES length, high to low.
SMILES,M. tuberculosis,PhoP GFP inhibition,inhibitors of VEEV,H1N1 NS1A inhibition,H37Rv inhibition,others
CCOC(=O)N1CCN(S(=O)(=O)c2ccc3c(c2)CC(C)N3C(C)=O)CC1 (centres undefined),7%,5%,i,-8%,4%,
COc1ccc(-n2ccnc2CN2CCN(C3CCCC3)C(CCO)C2)cc1 (centres undefined),15%,-17%,2.7%,-5%,0%,
CCCCOCCCn1c(N)c(C(=O)OCCOC)c2nc3ccccc3nc21,7%,0%,7.2%,-1%,-1%,

# More compounds follow.
SMILES,M. tuberculosis,PhoP GFP inhibition,inhibitors of VEEV,H1N1 NS1A inhibition,H37Rv inhibition,others
CCOc1cc(NS(=O)(=O)c2ccc(Cl)cc2)c(OCC)cc1NC(=O)CC(C)C,·,2%,1.1%,2%,·,
Cc1onc(C(=O)NCc2ccccn2)c1[N+](=O)[O-],11%,-3%,i,-4%,0%,inhibitors of VEEV 10K pilot screen=0.5
O=C1CCCN1CC(O)CS(=O)(=O)Cc1ccccc1Cl (centres undefined),9%,-8%,i,-7%,9%,
CCc1nc2sc3c(c2c(=S)[nH]1)CC(C)(C)OC3,·,·,0.9%,-4%,·,
CC1CCCCN1CCNC(=O)C1CCCN(S(=O)(=O)c2cccc3nsnc23)C1 (centres undefined),28%,-29%,0.6%,-8%,3%,
Cc1nc(SCC(=O)Nc2c(C)n(C)n(-c3ccccc3)c2=O)[nH]c(=O)c1C,-3%,-9%,3.1%,5%,3%,
COCCn1c(SCC(=O)N2CCCC2)nnc1C(C)C,-4%,4%,1.2%,4%,0%,
NC(=O)N/N=C/c1coc2ccc3ccccc3c2c1=O,0%,-6%,i,-12%,4%,
O=C1NC(=O)C(c2ccccc2[N+](=O)[O-])=C1Nc1ccc(O)c(Cl)c1,2%,-3%,4.4%,13%,9%,
COc1ccccc1C(=O)N/C(=C/c1cccc([N+](=O)[O-])c1)C(=O)Nc1cccc(C(=O)O)c1,8%,-2%,0.5%,1%,-7%,
CS(=O)(=O)c1cccc(C(=O)NC(c2ccccc2)c2ccccc2)c1,13%,7%,1.0%,0%,-6%,
Cc1ccc2cc(C#N)c(N3CCCN(C(=O)C4CCCO4)CC3)nc2c1 (centres undefined),10%,-3%,3.9%,0%,7%,
COc1ccc(-n2cnc3cc(NCc4ccccn4)ccc32)cc1,61%,10%,0.5%,3%,68%,
O=C(Nc1ccccc1C(F)(F)F)c1ccc2nccnc2c1,-2%,-11%,12%,-11%,-6%,
COc1cc(-c2n[nH]c(=S)n2-c2cc(C(F)(F)F)ccc2Cl)cc(OC)c1OC,-16%,-6%,2.5%,-4%,5%,
Cc1c(Cl)ccc(S(=O)(=O)NCCN2CCOCC2)c1Cl,4%,3%,0.8%,-3%,13%,
O=S(=O)(c1ccc(N2CCOCC2)cc1)N1CCOCC1,-9%,5%,4.4%,-3%,3%,
COc1cccc2cc(C(=O)N3CCN(C45CC6CC(CC(C6)C4)C5)CC3)c(=O)oc12,2%,-7%,i,3%,-9%,inhibitors of VEEV 10K pilot screen=1.5
N=c1oc2ccc(Cl)cc2cc1C(=O)NC1CCCCCC1,i,0%,0.3%,-7%,-8%,
OC1CCN(c2ncnc3c2nnn3Cc2c(F)cccc2Cl)CC1,5%,-11%,4.2%,0%,1%,
Clc1cccc(-c2nnc(SC/C=C/c3ccccc3)n2Cc2ccco2)c1,39%,-14%,1.8%,6%,26%,
Cc1ccc(CNS(=O)(=O)c2ccc(Br)s2)cc1,17%,-6%,0.2%,-24%,8%,
COc1ccc(-c2cc3nc(-c4ccccc4)cc(N4CCC(O)CC4)n3n2)cc1,57%,0%,8.6%,-10%,9%,
O=C1CC(c2ccccc2)CC(O)=C1C=NCCCO (centres undefined),10%,6%,0.8%,-8%,6%,
CCCc1cc(=O)oc2cc(OCC(=O)NCC(O)c3ccccc3)ccc12 (centres undefined),3%,5%,4.6%,-5%,-9%,
CC(=O)c1ccc(N(CC(=O)NC2CCCCC2)C(=O)CNC(=O)c2cccs2)cc1,-4%,3%,0.4%,6%,6%,
CCCn1c(=O)c2ccccc2n2c(SCC(=O)c3ccccc3)nnc12,14%,-12%,1.7%,-13%,2%,
Cc1ccc(S(=O)(=O)NCC(=O)OCC(=O)N(C)C2CCCCC2)cc1,0%,·,0.2%,-4%,6%,
O=C(NCCNC(=O)c1cccs1)c1ccco1,-5%,-10%,i,1%,5%,
COCCN(C(=O)C1CCCO1)c1c(N)n(CC(C)C)c(=O)[nH]c1=O (centres undefined),·,·,1.2%,-13%,-8%,
CCCN1CNc2c(c(=O)[nH]c(=S)n2-c2ccc(Cl)cc2)C1,1%,2%,0.3%,6%,1%,
Nc1nc(-c2cccs2)c(NC(=O)c2ccccc2)s1,-2%,9%,0.3%,6%,9%,
c1ccc2[nH]c(Cn3nnc4ccccc43)nc2c1,0%,-4%,0.5%,1%,-3%,
O=C(O)c1ccc(NC(=S)NC(=O)c2cccnc2)cc1,5%,7%,2.8%,-2%,-10%,
O=C(CSc1nc2ccccc2c(=O)n1CCCN1CCOCC1)N1CCN(c2ccccc2)CC1,17%,8%,9.0%,4%,-4%,
CCCOc1cccc(-c2cc(C(=O)N/N=C/c3cccnc3)c3ccccc3n2)c1,14%,-6%,8.8%,11%,-3%,
O=C1CC(C(=O)Nc2cccc(F)c2)n2ncnc2N1 (centres undefined),-4%,-7%,0.6%,-6%,3%,
CC(=O)NCc1ccc(-c2nc3ccccc3s2)cc1,16%,1%,3.9%,-10%,-2%,
CCCN1CCC(=O)N(CCSc2ccccc2)CC1,10%,0%,0.4%,-3%,5%,
CNC(C)C(=O)NC(C(=O)N1CCCC1C(=O)NC1CCCc2ccccc21)C(C)C (centres undefined),14%,·,1.0%,-8%,-2%,
Cc1ccc(C(=O)COC(=O)C2CC3CCCC(C2)C3=O)cc1[N+](=O)[O-] (centres undefined),14%,-5%,0.7%,3%,3%,
CCOCCCN(C(=O)Cn1nnc(-c2ccc(C)o2)n1)C(C(=O)NC1CCCC1)c1ccco1 (centres undefined),3%,-6%,i,-1%,-6%,
Cc1ccc(/C=C/C(=O)O)cc1S(=O)(=O)NC1CCS(=O)(=O)C1 (centres undefined),-15%,7%,1.0%,-3%,-4%,
COc1ccc(N2CCN(C(=O)CCc3nnc4ccc(N5CCOCC5)nn34)CC2)cc1,6%,-9%,i,4%,-2%,
Cc1csc(Nc2ccccc2)[n+]1-c1ccccc1,11%,-9%,1.7%,17%,6%,
O=C(Cn1cnc2c(oc3ccccc32)c1=O)N1CCCC1,-4%,-4%,0.6%,-4%,7%,
Cc1ccc(Cl)cc1NC(=O)CCNC(=O)N1CC(=O)Nc2ccccc21,4%,3%,1.0%,0%,-6%,
COc1cccc(N2CC(C(=O)Nc3nnc(SCC(=O)NCc4ccco4)s3)CC2=O)c1 (centres undefined),13%,-7%,5.3%,12%,-2%,
Cc1cc(NC(=O)CSc2nnnn2-c2ccc(F)cc2)no1,-2%,-1%,2.5%,-3%,2%,
CCOc1cc(N2CCOCC2)c(OCC)cc1NC(=O)CSc1ncccn1,-6%,0%,2.9%,-10%,1%,
# Other results:
SMILES,M. tuberculosis,PhoP GFP inhibition,inhibitors of VEEV,H1N1 NS1A inhibition,H37Rv inhibition,others
Fc1ccc(CNc2cnccn2)cc1,11%,-6%,0.7%,17%,-2%,
C#CCOCCOCCOCCNc1nc(N2CCN(C(=O)C([C@@H](C)O)n3cc([C@@H](N)CCCCN)nn3)CC2)nc(N2CCN(C(=O)[C@H](CCCCN)n3cc([C@@H](N)[C@H](C)CC)nn3)CC2)n1 (some centres undefined),57%,·,i,22%,11%,
O=C(NCCCN1CCN(c2ccccc2)CC1)Nc1ccccc1C(F)(F)F,11%,11%,0.2%,3%,-6%,
Cc1cc(NC(=O)c2ccccc2O)nc(C)n1,-6%,4%,1.6%,-4%,-2%,
CC(=O)c1ccc(NC(=O)CSc2nc(=O)cc(N)n2-c2ccccc2)cc1,14%,2%,0.6%,-7%,5%,
CS(=O)(=O)N(CC(=O)Nc1ccccc1C(=O)N1CCCC1)c1ccccc1Br,-10%,-2%,1.3%,-11%,-1%,
N#CCCN(C(=O)CSc1nnc(-c2ccncc2)n1C1CC1)c1ccccc1,-17%,·,2.8%,-24%,-14%,
